Screens (PubChem BioAssay)
MEP2-GFP yeast: alters MEP2-GFP fluorescence in TOR pathway yeast screen. S. cerevisiae MEP2-GFP strain, flow cytometry GFP, 3 h; 100% = DMSO control level. 0.51% of 330,000 active. GFP response vs DMSO, % at 10 µM. AID 2016;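 active = GFP response versus DMSO above a set limit, roughly screen mean plus 3 SD, cut at about 180% in these data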;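 note: median GFP fluorescence of the barcode-gated MEP2-GFP cells per well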
VLA-4 inh: inhibition in a human VLA-4 binding assay; P13612; VLA-4 expressing cells, ligand binding flow cytometry; inhibition, % (about 7 µM as worked out from the volumes in the protocol); 0.2% of 330,000 active; AID 2557; in the data active = inhibition above about 50%
AGP1 TOR yeast: modulators of TOR pathway AGP1-GFP in S. cerevisiae; 0.02% of 320,000 active; S. cerevisiae AGP1-GFP multiplex flow cytometry, 3 h; GFP as percent of DMSO wells; GFP response vs DMSO, % at 10 µM; AID 2066;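 active = GFP response relative to DMSO above a set limit, near screen average plus 3 SD, cut at about 150% in these data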;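 note: median GFP channel fluorescence of the gated AGP1 strain per well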
RPL19A TOR yeast: modulators of TOR pathway RPL19A-GFP in S. cerevisiae. S. cerevisiae RPL19A-GFP strain, flow cytometry, 3 h; active compounds read low. percent response vs DMSO, % at 10 µM. 0.3% of 330,000 active;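 active = percent response vs DMSO below 50%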;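 note: median channel GFP fluorescence of the barcoded RPL19A-GFP strain; ratio of sample median GFP to plate DMSO average so 100% = DMSO; lower means less RPL19A-GFP as with rapamycin TOR inhibition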
GRK2 aptamer HTS: human GRK2 inhibition via aptamer displacement | P25098 | bead flow cytometry, FAM-aptamer displacement from GRK2 | inhibition of aptamer binding, % at 10 µM | 0.59% of 330,000 active | AID 488847;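 active = inhibition of aptamer binding above 40%, roughly 3 SD of noise, on plates passing a quality check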;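 note: median bead fluorescence of bound FAM aptamer so fluorescent compounds give negative values; no value below 0 was filed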
Target sequence (P25098 whole entry, looked up): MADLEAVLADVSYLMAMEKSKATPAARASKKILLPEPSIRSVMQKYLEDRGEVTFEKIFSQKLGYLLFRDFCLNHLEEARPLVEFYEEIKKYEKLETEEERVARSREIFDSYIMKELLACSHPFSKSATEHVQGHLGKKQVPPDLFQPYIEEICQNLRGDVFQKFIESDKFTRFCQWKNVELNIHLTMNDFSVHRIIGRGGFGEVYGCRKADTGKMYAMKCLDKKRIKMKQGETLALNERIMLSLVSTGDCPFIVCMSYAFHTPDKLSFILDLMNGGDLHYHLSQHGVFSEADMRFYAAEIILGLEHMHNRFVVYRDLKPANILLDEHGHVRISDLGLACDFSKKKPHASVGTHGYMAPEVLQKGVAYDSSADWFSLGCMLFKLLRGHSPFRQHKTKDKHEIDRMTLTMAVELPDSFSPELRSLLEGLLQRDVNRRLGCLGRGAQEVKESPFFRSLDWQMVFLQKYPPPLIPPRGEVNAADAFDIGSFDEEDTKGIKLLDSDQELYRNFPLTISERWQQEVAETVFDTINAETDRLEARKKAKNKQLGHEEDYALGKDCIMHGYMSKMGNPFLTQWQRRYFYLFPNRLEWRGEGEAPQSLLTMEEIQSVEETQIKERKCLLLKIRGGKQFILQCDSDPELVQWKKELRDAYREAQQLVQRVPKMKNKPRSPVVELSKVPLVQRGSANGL
LAP4 TOR yeast: modulators of TOR pathway LAP4-GFP in S. cerevisiae. 0.34% of 320,000 active. GFP response vs DMSO, % at 10 µM. S. cerevisiae LAP4-GFP multiplex, flow cytometry GFP, 3 h; median GFP as percent of DMSO wells;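 active = GFP response vs DMSO above a set limit, about the screen mean plus 3 SD, cut at about 150% in these data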
Yeast superoxide: caloric restriction mimetics inhibiting age-related superoxide in yeast | 0.18% of 330,000 active | S. cerevisiae aged cells, superoxide DHE fluorescence; active compounds read low | superoxide response (% of plate mean), % at 10 µM | AID 2690;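 active = superoxide response under a set limit, about three screen SD below normal, cut at about 65% in these data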;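 note: yeast aged for seven days with compound at 30 °C before DHE staining; 100% = average MFI of all compound-treated wells on the plate with controls excluded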
CIT2 TOR yeast: modulators of TOR pathway CIT2-GFP in S. cerevisiae. S. cerevisiae CIT2-GFP strain, flow cytometry, 3 h; 100 means same as DMSO wells. AID 2029. 0.065% of 320,000 active. GFP response vs DMSO, % at 10 µM;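 active = GFP response relative to DMSO above a set limit, near the screen mean plus 3 SD, cut at about 150% in these data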;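 note: ratio of well median GFP fluorescence to mean of DMSO wells on the plate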
Active calls of the source: *; / = no result given. An unsorted share of the library; overall some 1.7% were active at least once.

entry	structure	VLA-4 inh	Yeast superoxide	LAP4 TOR yeast	RPL19A TOR yeast	MEP2-GFP yeast	CIT2 TOR yeast	GRK2 aptamer HTS	AGP1 TOR yeast
1	CC(NC(=O)Cc1ccsc1)c1ccc(S(N)(=O)=O)cc1 (stereo unspecified)	1.5	100.1	95.8	95.9	92.3	89.4	2.0	94.8
2	CCCN1Cc2cccc(C(=O)Nc3ccc(CC)cc3)c2C1=O	-0.7	101.4	106.0	101.5	105.9	99.9	0.0	106.8
3	CCOC(=O)C(=O)Nc1ccccc1C(=O)Nc1ccc(OC)cc1	5.4	88.4	93.4	101.2	103.1	/	0.0	101.9
4	Cc1ccnc(SCC(=O)NC2CCCCCC2)n1	41.3	94.6	100.1	101.7	99.9	99.3	2.0	100.5
5	COc1cc(OC)c(NC(=O)CCc2nc(-c3ccc(C)cc3)no2)cc1Cl	11.5	116.4	97.3	100.0	96.7	104.0	1.0	106.4
6	CCCCN(C(C)=O)c1c(N)n(CCC)c(=O)n(CC(=O)Nc2cc(Cl)cc(Cl)c2)c1=O	0.6	112.3	101.7	93.8	108.8	98.7	4.0	97.1
7	Cc1cc(NC(=O)Nc2cccc(C)c2C)no1	19.7	98.9	94.7	98.3	105.2	93.7	5.0	94.0
8	Cc1cccc(NC(=O)CSc2nnc(CCC(=O)Nc3ccc(C)c(Cl)c3)n2C)c1	-2.5	97.5	92.1	93.7	90.0	97.8	3.0	97.6

The closing 2 entries of the section above lead into the next.
entry	structure	VLA-4 inh	Yeast superoxide	LAP4 TOR yeast	RPL19A TOR yeast	MEP2-GFP yeast	CIT2 TOR yeast	GRK2 aptamer HTS	AGP1 TOR yeast
7	Cc1cc(NC(=O)Nc2cccc(C)c2C)no1	19.7	98.9	94.7	98.3	105.2	93.7	5.0	94.0
8	Cc1cccc(NC(=O)CSc2nnc(CCC(=O)Nc3ccc(C)c(Cl)c3)n2C)c1	-2.5	97.5	92.1	93.7	90.0	97.8	3.0	97.6
9	O=[N+]([O-])c1cc(Br)c(Nc2ccccc2)c([N+](=O)[O-])c1	-13.1	53.2*	98.5	108.7	121.9	106.7	1.0	100.9
10	COc1ccc(O)c(C(=O)c2cnn(C(=O)c3cccc(S(=O)(=O)N(C)C)c3)c2)c1	-0.1	91.5	113.2	98.4	102.6	89.5	0.0	104.1
11	Cn1c(=NC(=O)c2ccc(S(=O)(=O)N3CCCc4ccccc43)cc2)sc2cc(S(C)(=O)=O)ccc21	-3.9	120.5	100.1	97.6	106.2	99.0	3.0	102.8
12	C=CCn1c(SCc2ccccc2)nnc1-c1cccnc1	7.2	99.8	103.9	106.0	109.5	111.2	0.0	108.6
13	CC(CN1C(C)CCCC1C)OC(=O)c1ccccc1Cl (stereo unspecified)	0.7	83.6	93.7	102.7	97.4	97.0	2.0	99.1
14	O=C(C1=C(O)C(=O)N(CC2CCCO2)C1c1cccc(O)c1)c1ccco1 (stereo unspecified)	3.2	91.0	91.0	102.0	104.5	108.0	9.0	101.2
15	CCOc1ccc(N(CC)S(=O)(=O)c2ccc3c(c2)oc(=O)n3C)cc1	0.0	78.9	103.3	92.0	91.9	69.0	0.0	93.5
16	O=C(CSc1nnc(Cc2cc(=O)[nH]c(=O)[nH]2)n1-c1ccccc1)NCC1CCCO1 (stereo unspecified)	-7.1	86.7	99.6	96.7	97.1	102.7	3.0	106.8
17	CCCCC(O)(CCCC)C(=O)NN(C(=O)OC)c1ccc(C)cc1	5.6	103.1	110.3	101.1	96.5	101.6	0.0	111.1
18	COc1ccc(NC(=O)NCc2ccccn2)cc1	-0.2	104.5	108.0	97.6	91.8	98.5	6.0	99.0
19	CO/N=C/NC(=O)Cc1cn(-c2ncc(C(F)(F)F)cc2Cl)c2ccccc12	-15.6	81.9	123.5	101.1	106.7	112.2	0.0	98.2
20	Nc1c(C(=O)OCC(=O)Nc2ccc(OC(F)F)cc2)[nH]c(=O)[nH]c1=O	7.7	74.6	104.2	103.2	108.3	104.5	0.0	105.9
21	O=c1[nH]c(C2CCN(S(=O)(=O)c3ccc(S(=O)(=O)NC4CC4)cc3)CC2)nc2c1nnn2Cc1ccccc1	-4.0	103.8	99.5	105.2	98.7	98.5	3.0	98.1
22	COc1ccc(C(=O)Nc2ccc3c(c2)n(C)c(=O)n3C)cc1OC	-2.3	105.3	90.9	103.0	109.9	106.7	0.0	98.7
23	O=C(OC(C(=O)Nc1ccc(Cl)cc1C(F)(F)F)c1ccccc1)C1=COCCO1 (stereo unspecified)	5.3	114.9	102.0	102.2	99.0	91.9	2.0	97.1
24	COCCOC(=O)c1cc(C(=O)c2cc(F)ccc2O)coc1=N	-25.0	105.8	97.2	96.2	97.5	88.3	0.0	93.2
25	Cc1ccccc1-c1cccc([C@@H]2C[C@H]3CN(Cc4cccnc4)C(=O)[C@]34CCCN24)c1	0.0	102.5	97.1	106.1	106.5	101.8	0.0	101.8
26	Cc1cc(=O)[nH]c(SCC(=O)Nc2ccc3c(c2)OCCO3)n1	12.8	96.6	101.6	98.6	98.7	97.6	0.0	105.6
27	NNC(=O)Cn1nc2n(c1=O)-c1ccccc1SC2	-83.8	105.5	107.9	100.5	101.2	92.5	0.0	105.1
28	COc1ccc(-c2nc(CS(=O)(=O)CC(=O)NCCCN3CCN(C)CC3)c(C)o2)cc1	6.9	74.7	92.9	106.1	111.0	111.1	0.0	113.6
29	NC(=O)c1nsc(C(=O)N(CC(=O)NC2CCCC2)c2cnc3ccccc3c2)c1N	0.5	85.4	94.1	97.6	94.7	83.9	0.0	99.0
30	CCCCC(=O)Nc1cc(C)c2c(=O)oc3ccccc3c2n1	9.4	104.6	104.2	98.3	96.0	86.4	1.0	99.3
31	Cc1ccc(CCNC(=O)Cc2ccc(NC3=NC4CS(=O)(=O)CC4S3)cc2)cc1 (stereo unspecified)	-19.0	100.1	103.5	103.0	107.1	103.2	3.0	108.4
32	Cc1[nH]cnc1CSCc1ccc(Cl)cc1	19.4	103.7	98.3	103.0	109.6	100.3	4.0	100.1
33	COc1ccc(C(C(=O)NC2CCCC2)N(Cc2cccs2)C(=O)c2ccn[nH]2)cc1OC (stereo unspecified)	-1.5	105.5	100.4	109.9	105.2	86.4	0.0	97.3
34	CC1=C/C(=N\OS(=O)(=O)c2ccccc2)C(C(C)C)=CC1=O	7.6	107.1	191.1*	85.6	91.8	59.8	0.0	74.8
35	CCN(CC)c1ccc(C(=S)NC2CCCCC2)cc1	0.2	85.7	110.1	92.5	91.9	86.1	1.0	91.8
36	O=C1CCC([N+](=O)[O-])C(c2ccccc2C(F)(F)F)N1 (stereo unspecified)	7.5	112.7	98.1	106.8	106.7	110.1	0.0	105.0
37	Cc1ccc(S(=O)(=O)c2nc(-c3ccccc3)oc2NCCN2CCOCC2)cc1	-8.6	103.7	109.4	105.6	109.6	103.6	5.0	102.4
38	O=C1CC(C2CCCO2)C(=O)N1c1cccc(Cl)c1 (stereo unspecified)	-4.0	101.8	91.2	89.2	91.6	97.8	1.0	95.2
39	C=CCOc1c(Br)cc(CNn2c(C)n[nH]c2=S)cc1OCC	-5.0	100.3	83.4	107.4	101.6	119.2	0.0	107.8
40	Cc1n[nH]c(=O)nc1NCC1CCCO1 (stereo unspecified)	17.4	104.0	95.1	108.0	103.5	/	4.0	111.3
41	COc1cccc(/C=N/N2CCOCC2)c1O	8.9	100.2	103.0	114.8	118.7	116.5	2.0	115.4
42	CSc1ccccc1OCc1cc(C(=O)NC2CCc3ccccc32)no1 (stereo unspecified)	13.6	78.6	85.7	100.9	105.4	106.3	0.0	97.5
43	CCOc1cc(NC(=S)NCc2ccco2)c(OCC)cc1NC(=O)c1ccco1	5.9	97.4	102.0	97.4	94.1	104.5	0.0	102.1
44	CCn1cc(CNC(=O)CSc2nc(-c3ccc(OC)c(OC)c3)cc(C(F)(F)F)n2)c(C)n1	11.0	119.6	98.9	108.6	111.0	107.5	1.0	104.4
45	N#Cc1c(N)c2ccccn2c1C(=O)c1ccc(Br)cc1	2.5	101.9	100.5	105.9	109.0	98.1	2.0	96.4
46	COc1ccccc1Nc1nc(N)nc(CSc2nc(C)cc(C)n2)n1	-6.6	91.1	103.2	96.5	97.9	97.1	2.0	104.8
47	CC(/C=N/NC(=O)c1ccc2nc(C)[nH]c2c1)=C\c1ccccc1	-19.8	97.7	84.2	98.5	93.2	93.5	0.0	93.0
48	COc1cccc(-c2cc(C(=O)NCC3CCCO3)c3cc(C)cc(C)c3n2)c1 (stereo unspecified)	-1.3	113.2	99.3	93.7	102.8	95.3	0.0	92.8
49	O=C(COc1ccc(S(=O)(=O)NC2CCCC2)cc1)N1CCCCCC1	13.0	89.0	96.2	102.4	100.5	/	7.0	101.8
50	O=C(CCN1C(=O)C2CC=CCC2C1=O)Nc1cccc(Cl)c1 (stereo unspecified)	5.3	101.7	86.3	108.4	112.6	/	0.0	99.8
51	CNS(=O)(=O)c1cnccc1N1CCN(c2cccc(C(F)(F)F)c2)CC1	5.5	107.5	94.8	103.1	103.3	99.3	2.0	101.2
52	CNc1nc(N)c(C(=O)Nc2cc(C)on2)s1	1.8	67.9	103.4	92.7	98.4	95.3	2.0	102.9
53	CCOC(=O)c1ccc(Cl)c(NC(=O)c2cccnc2)c1	4.3	98.9	124.4	96.9	100.1	91.4	0.0	81.2
54	Cn1c2ccccc2c2nnc(SCc3ccc4nonc4c3)nc21	-0.9	108.2	98.1	98.0	106.9	99.7	0.0	103.4
55	CCOc1ccc(CC(=O)NNC(=S)Nc2ccc(OC)c(OC)c2)cc1	-3.4	95.3	108.5	101.9	96.5	99.9	0.0	100.2
56	CCCNC(=O)COC(=O)c1ccccc1OCC(=O)Nc1ccc(Br)cc1	21.4	100.4	89.3	103.2	96.2	105.0	6.0	96.6
57	Cc1cc(C)n2c(SCC(=O)Nc3cccc(S(N)(=O)=O)c3)nnc2n1	10.0	90.7	94.6	97.0	101.0	105.8	1.0	99.0
